# NCF1 inh = inhibitors of human p47phox binding; P14598; p47phox/p22phox peptide binding, fluorescence polarization, 2 h; inhibition, % at 24.7 µM; 0.53% of 220,000 active;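 note: 0% = p47phox with labelled peptide and 100% = labelled peptide alone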
# Furin inh = inhibitors of human furin. AID 463115. P09958. 0.061% of 220,000 active. purified furin, fluorogenic substrate cleavage. inhibition, % at 30 µM; in the data active = inhibition above about 25%; note: inactives centre near -15
# Thrombin inh = inhibitors of human thrombin | P00734 | alpha-thrombin, Boc-VPR-AMC fluorogenic substrate cleavage | inhibition, % at 5 µM | 0.26% of 220,000 active | AID 1046;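 active = inhibition at or above 40%; inactive = inhibition below 40%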;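 note: 0% = enzyme with no compound and 100% = wells without enzyme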
#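 System: Human alpha-thrombin protein | Medium: pH 7.5 Tris (50 mM) with NaCl 150 mM, Tween 20 0.05% | Times: Enzyme reaction carried out at room temperature | Detection: AMC fluorescence, 355/460 nm | Evaluation: Percent inhibition scaled between no-compound controls and no-enzyme blanks | Benchmarks: Enzyme without compound as high, wells lacking enzyme as low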
# eIF4E-4G inh = eIF4E/eIF4G interaction inhibition in translation initiation; TR-FRET eIF4E-eIF4GI(517-606) binding, 2 h; inhibition, % at 21.7 µM; 0.37% of 220,000 active;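 note: 0% = full FRET control wells and 100% = background wells lacking eIF4GI fragment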
# 14-3-3 Bad PPI = disrupts binding of bovine 14-3-3 zeta to phospho-Bad peptide | P63103 | TR-FRET 14-3-3zeta/Dy647-pBad peptide displacement, 1 h | 0.71% of 220,000 active | inhibition, % at 21.7 µM | AID 781;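 active = inhibition above about 70%, limit read from the data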;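 note: 0% = full 14-3-3 plus peptide FRET controls and 100% = background without 14-3-3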
# hK5 inh = inhibitors of human kallikrein 5; Q9Y337; recombinant hK5, fluorogenic AMC substrate cleavage; inhibition, % at 5 µM; 0.59% of 210,000 active; AID 873;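 active = inhibition of 40% or more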;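 note: 0% = enzyme controls without compound and 100% = no-enzyme blanks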
# EBV gp42 inh = blocks Epstein-Barr virus glycoprotein 42 binding; Q1HVG2; Fluorescence polarization binding assay, mP read-out; inhibition, % (tested at 21.74 µM); 0.42% of 220,000 active; AID 1085; in the data active = inhibition above about 50%
# Cl transport mod = modulates chloride dependent transport by human KCC2. Q9H2X9. KCC2 cells, thallium flux FluoZin-2 fluorescence. B-score of Tl+ flux slope (higher = more flux/activation; lower = inhibition) at 10 µM. 2.2% of 190,000 active. AID 1456;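 active = thallium flux slope and its plate-corrected score both differing from the plate sample mean at a set confidence after two filtering rounds, in either direction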;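 note: slope of fluorescence scaled to starting intensity during 10 to 20 s after thallium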
# Rad51 HR inh = Rad51 (human) homologous recombination inhibition. Q06609. 0.085% of 200,000 active. inhibition, % at 10 µM. AID 1385. hRad51 DNA strand exchange, fluorescence dequenching;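 active = inhibition above 40% at the single screening dose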;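 note: 0% = DMSO control wells and 100% = blanks with heterologous ssDNA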
#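 Material: human Rad51–ssDNA filaments; Probe or stimulus: labelled 47-mer dsDNA for strand exchange; Doses: single 10 µM dose; Incubation: 37 °C 15-min filament assembly, 30-min compound preincubation, 15-min exchange; Technique: FRET fluorescence dequenching, excitation 485 nm, emission 520 nm; Measure: Fluorescence-based percent inhibition, control- and blank-normalised; Benchmarks: plate control and blank wells.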
# The depositor's hits bear a star; . = not tested or not shown; [ ] = dose if it differs, or a comment.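 Rule for the calls, unless noted: active = inhibition above about 30% (limit read from the data); inactive = the rest.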
1: O=C(CC1CCCCC1)NCC1CCCO1 (stereo unspecified)
2: CCC(C)(C(=O)NC1CCCC1)N(Cc1ccco1)C(=O)Cc1cccs1 (stereo unspecified)
3: Cc1ccc(/C=C/C(=O)C2C(=O)c3ccccc3C2=O)cc1
4: COc1ccc(CCNCc2ccc(OCc3ccc(Cl)nc3)c(OC)c2)cc1OC
5: COc1ccc(N2C(=O)c3ccccc3NC23C(=O)N(C)c2ccccc23)cc1 (stereo unspecified)
screen / no. | 1 | 2 | 3 | 4 | 5
NCF1 inh | -3 | -6 | -51 | -13 | -3
Furin inh | -30[20 µM] | -29[20 µM] | -20 | -15[20 µM] | -3[20 µM]
Thrombin inh | -4 | -1 | 3 | 5 | 2
eIF4E-4G inh | 38* | -5[fluorescence artefact?] | 3[fluorescence artefact?] | -4 | -3
14-3-3 Bad PPI | -5[fluorescence artefact?] | -7 | 18[fluorescence artefact?] | 0 | -2[fluorescence artefact?]
hK5 inh | -14 | -4 | -17 | -4 | 1
EBV gp42 inh | -22 | 3 | -10 | -15 | -21
Cl transport mod | -1.3 | -0.31 | . | 0.0034 | -0.54
Rad51 HR inh | 2 | -2 | -4 | -4 | 1

# Gathered by group: the entries above with a carbonyl joined to an NH by a bond outside any ring
1: O=C(CC1CCCCC1)NCC1CCCO1 (stereo unspecified)
2: CCC(C)(C(=O)NC1CCCC1)N(Cc1ccco1)C(=O)Cc1cccs1 (stereo unspecified)
screen / no. | 1 | 2
NCF1 inh | -3 | -6
Furin inh | -30[20 µM] | -29[20 µM]
Thrombin inh | -4 | -1
eIF4E-4G inh | 38* | -5[fluorescence artefact?]
14-3-3 Bad PPI | -5[fluorescence artefact?] | -7
hK5 inh | -14 | -4
EBV gp42 inh | -22 | 3
Cl transport mod | -1.3 | -0.31
Rad51 HR inh | 2 | -2

# Some of these compounds in order of heavy-atom count, high to low.
4: COc1ccc(CCNCc2ccc(OCc3ccc(Cl)nc3)c(OC)c2)cc1OC
2: CCC(C)(C(=O)NC1CCCC1)N(Cc1ccco1)C(=O)Cc1cccs1 (stereo unspecified)
1: O=C(CC1CCCCC1)NCC1CCCO1 (stereo unspecified)
screen / no. | 4 | 2 | 1
NCF1 inh | -13 | -6 | -3
Furin inh | -15[20 µM] | -29[20 µM] | -30[20 µM]
Thrombin inh | 5 | -1 | -4
eIF4E-4G inh | -4 | -5[fluorescence artefact?] | 38*
14-3-3 Bad PPI | 0 | -7 | -5[fluorescence artefact?]
hK5 inh | -4 | -4 | -14
EBV gp42 inh | -15 | 3 | -22
Cl transport mod | 0.0034 | -0.31 | -1.3
Rad51 HR inh | -4 | -2 | 2

# Continued:
6: Cc1ccc(S(=O)(=O)N2CCCC2C(=O)OCc2nc3sc(C)c(C)c3c(=O)[nH]2)cc1 (stereo unspecified)
7: N#Cc1cc(NC(=O)c2ccc(F)cc2)c(=O)n2c1[nH]c1ccccc12
8: Cc1cc(C)n2nc(S(=O)(=O)N(C)Cc3ccccc3)nc2n1
9: CSc1ccc(S(=O)(=O)NC2CCCCC2)cc1
10: COC(=O)c1c(C)oc(C)c1S(=O)(=O)NCc1ccc(Cl)cc1
screen / no. | 6 | 7 | 8 | 9 | 10
NCF1 inh | -15 | -50 | -13 | -9 | -4
Furin inh | -16 | -15 | 5[20 µM] | 12[20 µM] | -21
Thrombin inh | 1 | -10 | 1 | 0 | -5
eIF4E-4G inh | 1[fluorescence artefact?] | 5 | -4 | -3 | -5
14-3-3 Bad PPI | -3 | -5 | -9 | -3 | 2
hK5 inh | -12 | 5 | 2 | -22 | 0
EBV gp42 inh | -3 | -20 | 0 | -2 | -9
Cl transport mod | 0.037 | -2.6 | -0.63 | -0.054 | -0.21
Rad51 HR inh | . | -9 | -1 | -4 | .

# Along the list, as entered above.
# NCF1 inh, entries 1 to 10: -3, -6, -51, -13, -3, -15, -50, -13, -9, -4

# Further structures.
11: C/C=C/c1ccc(OCCOc2ccc(C=O)cc2OC)c(OC)c1
12: CC(C)Cn1c2c(c(O)c(C(=O)Nc3nc4ccccc4s3)c1=O)CCCC2
13: COc1ccc(CC(=O)N2N=C(c3ccncc3)CC2(O)C(F)(F)F)cc1 (stereo unspecified)
14: O=C(Oc1coc(CSc2ncccn2)cc1=O)c1ccco1
15: CC(C)CCNC(=O)C(C)N(Cc1ccc(F)cc1)C(=O)c1ccc(CN2CCCCC2)o1 (stereo unspecified)
screen / no. | 11 | 12 | 13 | 14 | 15
NCF1 inh | -5 | -8 | -11 | 2 | -9
Furin inh | -18 | -34 | -26 | -32 | -14[20 µM]
Thrombin inh | 7 | -10 | -9 | -7 | -1
eIF4E-4G inh | 1[fluorescence artefact?] | -1 | 2 | -1 | -4
14-3-3 Bad PPI | -3 | 4 | -7 | 4 | 1
hK5 inh | 4 | 13 | -6 | -2 | -21
EBV gp42 inh | 4 | -11 | -20 | 7 | -12
Cl transport mod | -1.1 | 1.5 | 0.48 | -0.062 | -0.68
Rad51 HR inh | -3 | 14 | 5 | 7 | 6

16: CCCCNC(=O)N(C)c1nc2ccccc2s1
17: CC(c1n[nH]c(=S)n1-c1ccc(Cl)cc1)N(C)C (stereo unspecified)
18: c1ccc(-c2cc3c(N4CCN(c5ccccc5)CC4)ncnc3s2)cc1
19: CCOC(=O)N1CCN(CC(=O)Nc2c(C(=O)OC)[nH]c3cc(C)ccc23)CC1
20: CC(C)=CCCC(C)CN1CCC(N2CCC(C(=O)N3CCCC3)CC2)CC1 (stereo unspecified)
screen / no. | 16 | 17 | 18 | 19 | 20
NCF1 inh | 13 | -4 | -6 | -8 | -15
Furin inh | -21 | -32 | -10 | 8[20 µM] | -17
Thrombin inh | -2 | -3 | -1 | -1 | -6
eIF4E-4G inh | 0 | -1 | 0 | 5 | 0
14-3-3 Bad PPI | 6 | 1 | -2 | -9 | -2
hK5 inh | 4 | -8 | 0 | 1 | .
EBV gp42 inh | -12 | -4 | -11 | -7 | -11
Cl transport mod | -0.67 | -0.22 | 0.63 | . | 0.1
Rad51 HR inh | 4 | -3 | 0 | -3 | 12

# Only Furin inh and NCF1 inh (five entries from above):
no.	smiles	Furin inh	NCF1 inh
5	COc1ccc(N2C(=O)c3ccccc3NC23C(=O)N(C)c2ccccc23)cc1 (stereo unspecified)	-3[20 µM]	-3
6	Cc1ccc(S(=O)(=O)N2CCCC2C(=O)OCc2nc3sc(C)c(C)c3c(=O)[nH]2)cc1 (stereo unspecified)	-16	-15
7	N#Cc1cc(NC(=O)c2ccc(F)cc2)c(=O)n2c1[nH]c1ccccc12	-15	-50
8	Cc1cc(C)n2nc(S(=O)(=O)N(C)Cc3ccccc3)nc2n1	5[20 µM]	-13
9	CSc1ccc(S(=O)(=O)NC2CCCCC2)cc1	12[20 µM]	-9

# The list goes on.
21: COc1ccc(CC(=O)OC(C)CN2CCCC2)cc1 (stereo unspecified)
22: Cc1ccccc1C(=O)NC(=S)Nc1sc2c(c1C#N)CCC(C)C2 (stereo unspecified)
23: Cc1cc(C(F)F)n2ncc(C(=O)NCCc3ccc(Cl)cc3)c2n1
24: Cc1ccccc1OCCC(=O)Nc1ccc(Cl)cc1F
25: COc1ccc(Nc2cnn(-c3nc4ccccc4s3)c(=O)c2Cl)cc1
26: COc1ccc(-c2nc(-c3ccc4c(c3)OCO4)[nH]c2-c2ccc(OC)cc2)cc1
27: O=C(Nc1ccccc1C(F)(F)F)c1cc(-c2cccc(O)c2)on1
screen / no. | 21 | 22 | 23 | 24 | 25 | 26 | 27
NCF1 inh | 3 | -38 | -8 | -7 | -8 | 0 | -3
Furin inh | -6 | 2[20 µM] | -8[20 µM] | -14 | 3 | -111 | 0
Thrombin inh | -2 | 0 | 0 | 3 | -3 | -9 | -5
eIF4E-4G inh | 11 | 0 | -11[fluorescence artefact?] | 3 | -21 | -4 | 1[fluorescence artefact?]
14-3-3 Bad PPI | 8 | -1 | 0 | 8[fluorescence artefact?] | -7 | -15 | 1[fluorescence artefact?]
hK5 inh | -14 | 1 | -16 | -11 | -5 | -19 | -13
EBV gp42 inh | 4 | -25 | -6 | -5 | -3 | 4 | -115
Cl transport mod | . | 2.8 | -0.12 | -0.4 | 1.2 | 0.27 | .
Rad51 HR inh | 2 | 4 | 9 | . | 10 | 5 | 8

# Screens: PubChem BioAssay, several laboratories
